Assay outcomes as filed in PubChem BioAssay.
NCI-60 one-dose screen, 48 h, at 10 µM unless noted. Numbers give growth in % (100 = growth as untreated, 0 = no growth, -100 = all killed).
U251 – U251 CNS tumor cells; hit rate 5.4% among 80,000; AID 1794753
SNB-19 – SNB-19 CNS cancer cells; hit rate 2.5% among 81,000; AID 1794751
SNB-75 – SNB-75 CNS cancer; hit rate 5% among 79,000
A498 – A498 renal cancer cells; hit rate 5.4% among 76,000
SF-295 – SF-295 CNS cancer cells; AID 1794758; hit rate 5.6% among 79,000
CAKI-1 – CAKI-1 renal cancer | hit rate 4.7% among 75,000 | AID 1794772
NCI-H23 – NCI-H23 lung cancer | hit rate 4% among 80,000 | AID 1794731
SF-539 – SF-539 CNS cancer. AID 1794752. hit rate 6.8% among 81,000
SF-268 – SF-268 CNS cancer cells; hit rate 3.1% among 82,000
Numbers without * were called inactive; x = no result given; & = joins results of further samples; ! = a repeat was not active. Rule for the calls: active = growth percent below 10; inactive = the rest.

SMILES | U251 | SNB-19 | SNB-75 | A498 | SF-295 | CAKI-1 | NCI-H23 | SF-539 | SF-268
CN1CCc2c(sc3ncnc(N/N=C/c4ccc([N+](=O)[O-])cc4)c23)C1 | 85 | 85 | 82 | x | 98 | 73 | x | 88 | 80
Oc1ccc2n[nH]nc2c1 | 118 | 102 | 87 | 88 | 94 | 94 | 109 | 121 | 101
COc1ccc(Cl)cc1Nc1nc(C(F)(F)F)ccc1C(=O)N/N=C/c1cccnc1 | 40 | x | 67 | 41 | 82 | 43 | 42 | 46 | 49
CCCOc1nc(-c2ccco2)cc(-c2ccc(Cl)cc2Cl)n1 | 98 | 100 | 77 | 66 | 107 | 89 | 92 | 109 | 97
O=C(/C=C/C(=O)Nc1ccc(-n2nnc3cc(Cl)c(Cl)cc32)cc1)Nc1ccc(N2N=NC3C=C(Cl)C(Cl)=CC32)cc1 (stereo not given) | 75 | 98 | 83 | 91 | 92 | x | 86 | 89 | 103
O=C(Cn1cc(CSc2nc3ccccc3o2)nn1)Nc1ccccc1O | 102 | 110 | 78 | 122 | 106 | 82 | 101 | 95 | 92
Nc1cccc([N+](=O)[O-])c1O | 103 | x | 100 | 98 | 86 | 90 | 107 | 103 | 122
CN1CCN(c2ccc3c4c(cccc24)C(=O)N(N2C(=O)c4cccc5cccc(c45)C2=O)C3=O)CC1 | 105 | 99 | 92 | 91 | 103 | 87 | 98 | 89 | 96
NC(=O)c1ccc(Cl)cc1 | 94 | 101 | 94 | 102 | 102 | 109 | 102 | 104 | 106
CC(=O)NC(C)(C)C#N | 104 | 106 | 76 | x | 90 | 94 | 87 | 96 | 104
CCSc1nnc(NC(=O)CCNS(=O)(=O)c2ccc(C)cc2)s1 | 103 | 101 | 92 | 106 | 105 | 100 | 99 | 110 | 118
COc1ccc(/C=N/n2c(-c3cc(F)c(Cl)cc3Cl)n[nH]c2=S)cc1 | 96 | 101 | 82 | 78 | 107 | x | 97 | 102 | 106
O=c1[nH]nc(CSc2ccccn2)c2ccccc12 | 85 | 94 | 101 | 76 | 87 | 82 | 102 | 99 | 97
O=[N+]([O-])c1ccc(O)c(S(=O)(=O)O)c1 | 102 | 105 | 99 | 114 | 102 | 96 | 103 | 100 | 114
COc1ccccc1/C=N/NC(=O)CSc1nc2ccccc2c(=O)n1Cc1ccc(S(N)(=O)=O)cc1 | 99 | 96 | 94 | x | 101 | 88 | 100 | 93 | 86
NC(CSSCC(NC(=O)c1ccccc1)C(=O)O)C(=O)O (stereo not given) | 101&100 | 103&98 | 94&100 | 89&81 | 99&102 | 91&98 | 102&101 | 97&100 | 103&103
O=C(Nc1ccccc1)[C@H](O)[C@@H](O)C(=O)Nc1ccccc1 | 104 | 107 | 103 | x | 108 | 100 | 107 | 99 | 99
CC(O)C(O)C(O)C(O)C(O)C(=O)O (stereo not given) | 99 | 104 | 100 | 55 | 98 | 101 | 99 | 105 | 99
O=C1NC(/C=C/c2ccccc2)N=C2C(c3ccc(Cl)cc3)=NOC12 (stereo not given) | 99 | 101 | 103 | 114 | 106 | x | 101 | 108 | 101
CC(NC(=O)OCc1ccccc1)C(=O)Oc1cc(Cl)c(Cl)cc1Cl (stereo not given) | 104 | 114 | 92 | 120 | 97 | 102 | 103 | 103 | 101
O=C(Nc1cccc(-n2ccc3c(NC(=O)c4ccccc4)nccc32)c1)c1ccc(Cl)c(C(F)(F)F)c1 | 43 | 55&14 | 84&16 | 75&15 | -54*! | -67*! | -9.8*! | -66*! | -44*
C/C(=N/Nc1c2ccccc2nc2ccccc12)c1ccccc1 | 98 | 101 | 105 | 73 | 93 | 94 | 94 | 92 | 100
C/C=C/C(=O)OCCOc1ccc(Cl)cc1Cl | 96 | 89 | 85 | 94 | 97 | 77 | 93 | 103 | 103
Cc1ncc2c(c1-c1noc(-c3cn[nH]c3-c3cccs3)n1)CCNC2 | 75 | 103 | 50 | 59 | 49 | 89 | 89 | 38 | 81
CCCCCCCC(CCCCC)C(=O)OCC (stereo not given) | 94 | 94 | 98 | 89 | 104 | 107 | 105 | 109 | 105

Brought forward from above: 5 entries; new compounds follow.
SMILES | U251 | SNB-19 | SNB-75 | A498 | SF-295 | CAKI-1 | NCI-H23 | SF-539 | SF-268
O=C(Nc1cccc(-n2ccc3c(NC(=O)c4ccccc4)nccc32)c1)c1ccc(Cl)c(C(F)(F)F)c1 | 43 | 55&14 | 84&16 | 75&15 | -54*! | -67*! | -9.8*! | -66*! | -44*
C/C(=N/Nc1c2ccccc2nc2ccccc12)c1ccccc1 | 98 | 101 | 105 | 73 | 93 | 94 | 94 | 92 | 100
C/C=C/C(=O)OCCOc1ccc(Cl)cc1Cl | 96 | 89 | 85 | 94 | 97 | 77 | 93 | 103 | 103
Cc1ncc2c(c1-c1noc(-c3cn[nH]c3-c3cccs3)n1)CCNC2 | 75 | 103 | 50 | 59 | 49 | 89 | 89 | 38 | 81
CCCCCCCC(CCCCC)C(=O)OCC (stereo not given) | 94 | 94 | 98 | 89 | 104 | 107 | 105 | 109 | 105
CCOC(=O)Cn1c(-c2ccc(C)o2)nc2cc3nc4ccccc4nc3cc21 | 102 | 111 | 104 | 118 | 100 | 111 | 95 | 99 | 94
CCOC(=O)c1sc2ncccc2c1-n1nnc(C#N)c1N | 106 | 100 | 97 | 119 | 91 | 101 | 104 | 111 | 115
COC(=O)[C@H]1CCCN1C(=O)[C@H]1CCCN1C(=O)[C@H](Cc1c[nH]c2ccccc12)NC(=S)Nc1cc(C(F)(F)F)cc(C(F)(F)F)c1 | x | 51 | 53 | 77 | x | 39 | 65 | 74 | 48
O=C(CCCCCN1CC(=O)N2[C@H](c3ccc(Br)cc3)c3[nH]c4ccccc4c3C[C@@H]2C1=O)NO | 74 | 73 | 39 | 97 | 94 | 68 | 69 | 65 | 96
NS(=O)(=O)c1ccc(NC(=O)N2CCN(c3ccc(Cl)cc3)CC2)cc1 | x | 106 | 88 | 115 | 105 | 111 | 96 | 103 | 96
C/C(=N\NC(=S)Nc1ccccc1)c1cc2ccccc2oc1=O | 103 | 104 | 103 | x | 100 | 84 | 103 | 97 | 100
CC(=O)Oc1cc(O)oc(=O)c1 | 103 | 99 | 90 | 82 | 115 | x | 104 | 102 | 102
CC(C)CC(=O)OC/C=C/c1ccccc1 | 108 | 118 | 113 | 100 | 99 | 110 | 118 | 94 | 101
Cc1cc(C(N)=O)cc(C)c1C(=O)O | 98 | 96 | 126 | 100 | 100 | 100 | 106 | x | 103
Cc1ccc2nc(C)c(C(=O)NCc3ccc(OCc4cn(Cc5ccc([N+](=O)[O-])cc5)nn4)cc3)n2c1 | 83 | 84 | 89 | 75 | 82 | 82 | 59 | 94 | 87
Cc1ccc(-c2nc3ccccc3n2CC(=O)N/N=C/c2ccc(OCc3ccccc3)cc2)o1 | 87 | 95 | 80 | 83 | 88 | 79 | 97 | 106 | 77
O=C(Cn1c(/C=C/c2ccccc2)nc2ccccc2c1=O)Nc1ccccc1 | 36 | 68 | x | -30* | 71 | 8.5* | 90 | 70 | 91
C=CCOc1ccc2c(c1)CC[C@@H]1[C@@H]2CC[C@]2(C)C(=O)/C(=N/O)C[C@@H]12 | 69 | 70 | 19 | 50 | 79 | 11 | 60 | 87 | 44
Clc1nc(Nc2ccccc2)nc(Nc2ccccc2)n1 | 110 | 104 | 105 | x | 100 | 86 | 103 | 100 | 103
CN(C)CCOc1ccc(-c2nc3ccc(-c4nc5ccc(N6CCN(C)CC6)cc5[nH]4)cc3[nH]2)cc1 | x | 69 | 90 | 35 | 55 | 90 | 77 | 50 | 66
CCOC(=O)c1csc(NC(=O)Nc2cnc(Nc3ccc(N4CCOCC4)cc3)nc2Oc2ccc(OC)cc2)n1 | 93 | 94 | 97 | 94 | 88 | 99 | 87 | 99 | 100
COc1cccc(C(Cc2ccccc2)Nc2ccccc2)c1OC (stereo not given) | 90 | 104 | 90 | 90 | 100 | x | 92 | 104 | 101
NS(=O)(=O)c1ccc(Nc2nc(N/N=C/c3ccc([N+](=O)[O-])cc3)nc(Nc3ccccc3)n2)cc1 | 18 | 20 | 45 | 19 | 57 | 51 | 12 | -36* | 27
Cc1ccc(/C=C/C(=O)c2ccc(NC(=O)CSc3nnc(-c4c[nH]c5ccccc45)n3-c3ccccc3)cc2)c(C)c1 | 13 | 72 | 93 | 106 | 66 | 67 | -1.3* | -95* | 72
CCN(CC)CC(C)OC(=O)Nc1ccccc1Cl (stereo not given) | 106 | 109 | 111 | x | x | 107 | 107 | 93 | 107
CCOC(=O)C(Cc1c[nH]c2cc(N)ccc12)(NC(C)=O)C(=O)OCC | 100 | 102 | 109 | 101 | x | 116 | 94 | 95 | 112
CCN(CC)CCCNc1nc(SC)nc(-c2cccc(N)c2)c1C#N | x | 94 | 74 | 79 | 98 | 89 | 100 | 107 | 98
CC(=O)N1c2ccccc2S(=O)(=O)c2c1ccc1ccccc21 | 96 | 102 | 91 | 87 | 105 | 95 | 89 | 94 | 94
COc1cc(C)ccc1Oc1nc(Nc2ccc(N3CCOCC3)cc2)ncc1N=Cc1ccc(Cl)cc1 | 68 | 82 | 33 | 32 | 64 | x | 56 | 69 | 64
O=S(=O)(O)C(O)c1cccnc1 (stereo not given) | 97 | 99 | 84 | 93 | 107 | 103 | 101 | 98 | 102

Taken from above:
O=S(=O)(O)C(O)c1cccnc1 (stereo not given) in SF-295 reads 107
O=C(CCCCCN1CC(=O)N2[C@H](c3ccc(Br)cc3)c3[nH]c4ccccc4c3C[C@@H]2C1=O)NO in A498 reads 97
O=C(Cn1c(/C=C/c2ccccc2)nc2ccccc2c1=O)Nc1ccccc1 in U251 reads 36

(list continues)
SMILES | U251 | SNB-19 | SNB-75 | A498 | SF-295 | CAKI-1 | NCI-H23 | SF-539 | SF-268
CC(Br)Cc1ccc2c(c1)OCO2 (stereo not given) | 94 | 98 | 88 | 86 | 103 | 102 | 100 | 112 | 103
O=C1c2ccccc2-c2nc3ccccc3n21 | 109 | 100 | 71 | 124 | 104 | 111 | 92 | 99 | 109
Brc1cc2c(c3ccccc13)N1O[C@@H](C2)C[C@H]1CCc1ccccc1 | 100 | 110 | 88 | 90 | 91 | 84 | 96 | 104 | 112
CCOC(=O)C1=NN(c2ccccc2)C(=O)/C1=C\N1C(=O)/C(=C/c2cccc(O)c2)SC1=S | 89 | 94 | 97 | 95 | 104 | 100 | 88 | 107 | 92
CS(=O)(=O)c1ccc(-c2cc(-c3nnc(SCC(=O)Nc4ccc(C(=O)/C=C/c5ccc(Cl)cc5)cc4)n3-c3ccccc3)c3ccccc3n2)cc1 | 91 | 85 | 72 | x | 96 | 86 | 98 | 88 | 82
CCC(=O)Nc1ccc(-c2nc(-c3cccc(OCCN4CCOCC4)c3)c(-c3ccnc(Br)c3)[nH]2)cc1 | 68 | 89 | 51 | 112 | 74 | 83 | 93 | 68 | 94
CCCCCCNC(=O)c1cc(NCc2cc(O)ccc2O)ccc1O | 67 | 100 | 46 | 99 | 96 | 56 | 88 | 12 | 54
COc1ccc(/C=C/c2ccc3ccccc3[n+]2C)cc1 | 35 | 78 | 84 | 80 | 82 | 78 | 80 | 99 | 92
Cc1cc2nc3c4cc(Cl)ccc4n(CC(=O)NCCN(C)C)c3nc2cc1C | -38* | 82 | 64 | x | 93 | 54 | x | 22 | 83
O=c1[nH]nc(-c2ccc([N+](=O)[O-])o2)c(=O)[nH]1 | 97 | 102 | 79 | x | 108 | 95 | 102 | 103 | 92
O=C1NC(=O)C(=NC2C(=O)NC(=O)NC2=O)C(=O)N1 | x | 112 | 76 | 117 | 126 | 97 | 113 | 97 | 110
CC1OC(n2cnc3c(=S)nc[nH]c32)C(O)C1O (stereo not given) | 111 | 115 | 92 | 97 | 117 | 106 | 107 | 107 | 104

Random excerpt: six records from the list, in no set order.
SMILES | U251 | SNB-19 | SNB-75 | A498 | SF-295 | CAKI-1 | NCI-H23 | SF-539 | SF-268
Cc1cc2nc3c4cc(Cl)ccc4n(CC(=O)NCCN(C)C)c3nc2cc1C | -38* | 82 | 64 | x | 93 | 54 | x | 22 | 83
CC(Br)Cc1ccc2c(c1)OCO2 (stereo not given) | 94 | 98 | 88 | 86 | 103 | 102 | 100 | 112 | 103
Brc1cc2c(c3ccccc13)N1O[C@@H](C2)C[C@H]1CCc1ccccc1 | 100 | 110 | 88 | 90 | 91 | 84 | 96 | 104 | 112
CCC(=O)Nc1ccc(-c2nc(-c3cccc(OCCN4CCOCC4)c3)c(-c3ccnc(Br)c3)[nH]2)cc1 | 68 | 89 | 51 | 112 | 74 | 83 | 93 | 68 | 94
COc1ccc(/C=C/c2ccc3ccccc3[n+]2C)cc1 | 35 | 78 | 84 | 80 | 82 | 78 | 80 | 99 | 92
O=C1c2ccccc2-c2nc3ccccc3n21 | 109 | 100 | 71 | 124 | 104 | 111 | 92 | 99 | 109
